Assay outcomes from PubChem BioAssay.
FN deposit inh – fibronectin deposition inhibition; AH1F fibroblasts, Alexa488-fibronectin deposition fluorescence, overnight; 350,000 tested, 0.086% active; inhibition, % at 12.6 µM;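 active = mean inhibition across replicates of 30% or more, regardless of how many single replicates reach that level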;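 note: positive control wells lacked labelled fibronectin entirely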
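Assay system: AH1F fibroblast monolayer, labelled fibronectin deposition. Amount: 10000 cells per well. Also added: labelled fibronectin 24 nM. Compound: single-point pinned compound. Incubation: cell attachment 1 h, compound and FN exposure overnight. Detection: fluorescence after three HBSS washes, excitation 485 nm, emission 525 nm. Read-out: inhibition of fibronectin deposition signal.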
GSIS activator – GLuc luminescence reporter in INS-1E cells, primary screen for activators of glucose-dependent secretion of insulin; activation, % at 16.6 µM; 370,000 tested, 0.61% active; INS-1E GLuc reporter insulin secretion, 2-3 h;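 active = lowest replicate activation of at least 40%, so every replicate reaches that level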;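 note: 0% = median of neutral control wells and 100% = median of IBMX positive control wells; some compounds called inactive have numbers as strong as hits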
F508del corr – correctors of CFTR F508del function in bronchial epithelial cells | 350,000 tested, 0.36% active | CFBE cells, YFP halide quenching; stimulated with forskolin plus potentiator P3; % fluorescence drop versus neutral controls | AID 720511 | activity (quench increase), % at 7.58 µM;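 active = mean added fluorescence quench of at least 8% versus neutral control, with both replicates also reaching 8%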;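 note: cells transiently co-express mutant CFTR-F508del with the halide-sensitive YFP; corrector assay measuring rescue of mutant channel to the surface after 24 h compound exposure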
* = called active by the depositor. An excerpt; the hit share may differ from the screen's.

SMILES	FN deposit inh	GSIS activator	F508del corr
COC(=O)C[C@@H]1C=C[C@@H](NC(=O)c2ccc3c(c2)OCO3)[C@@H](CO)O1	-6	9	-3.6
CN1CCN(C(=S)c2cn(CCOc3ccccc3)c3ccccc23)CC1	2	-7	-0.2
CC1(C)CC(Nc2ccc(Nc3ccccc3)cc2)CC(C)(C)N1	20	-13	-6.4
N#Cc1ccc(OCC(=O)Nc2cc(S(=O)(=O)N3CCOCC3)ccc2N2CCCC2)cc1	-4	18	-2.5
CC(=O)CC(=O)Nc1ccc(C(N)=O)cc1	-23	-4	-1.1
O=C(c1ccco1)[C@@H]1[C@@H]2C(=O)N(c3ccc(F)cc3)C(=O)[C@@H]2[C@H]2C=Cc3ccccc3N21	-2	0	-2.9
c1cc(-c2ccc(C3[C@H]4CNC[C@@H]3N4CC3CCCC3)cc2)ccn1 (some centres undefined)	0	14	-2.2
O=C(OCC(=O)N1CCCc2ccccc21)c1cncc(Br)c1	6	8	-1.9
CC(C)(C)OC(=O)N1C[C@@]23C[C@H](c4cccc(F)c4)[C@@H](C[C@@H]2S1(=O)=O)O3	-2	29	-1.8
O=C(c1ccccc1F)N1CCN(c2ccc([N+](=O)[O-])c3cccnc23)CC1	4	28	-4.8
O=C(c1cccc(C(F)(F)F)c1)C1CCCN(C(=O)CCCn2cncn2)C1 (centres undefined)	-8	-6	-1.2
C[C@H](O)[C@@H]1C(=O)N2CCc3c([nH]c4c(-c5ccccc5)cccc34)[C@@H]2C[C@@H]1N(C)CC1CCCCC1	-9	-4	-0.4
COc1cccc(NC(=O)C(Sc2nnnn2C)c2ccccc2)c1 (centres undefined)	-12	22	-4.9
NC(=O)Cn1nc2sc3ccccc3n2c(=O)c1=O	2	-1	1.9
O=C(Nc1ccc(C(=O)O)cc1)/C(=C\c1ccc([N+](=O)[O-])cc1)NC(=O)c1ccc(Br)cc1	12	-8	-0.9
CCC(C(=O)NCc1ccccc1)n1c(C2CCN(C(C)=O)CC2)nc2ccccc21 (centres undefined)	-3	-5	0.3
O=C(NCCc1c[nH]c2ccccc12)/C(=C\c1cccnc1)NC(=O)c1ccccc1F	-6	-5	0.7
O=C(CCc1ccccc1)N1CCN(c2ccc(F)cc2)CC1	-2	-16	-1.5
CS(=O)(=O)c1cccc(-c2nnc(NC(=O)c3ccc4ncsc4c3)o2)c1	-3	6	2.5
Cc1ccc(-c2nnc(N3CCN(C(=O)c4cccs4)CC3)c3ccccc23)cc1	4	4	-4.1
N#Cc1ccc(-c2csc(NC(=O)c3ccc(S(=O)(=O)N4CCc5ccccc5C4)cc3)n2)cc1	1	3	-3.5
CN(C)/C=C(\C=O)c1ncc(C(F)(F)F)cc1Cl	7	-8	0.2
CSC1=NCCN1S(=O)(=O)c1ccc(NC(C)=O)cc1	9	0	-1.2
CCc1ccc(/C=N/NC(=O)c2cc(C)on2)s1	3	15	-2.3
CC1CC(C)(C)OC(C[N+]2(C)CCCCC2)O1 (centres undefined)	14	-8	-2.1

Following part:
SMILES	FN deposit inh	GSIS activator	F508del corr
Cc1cc(N2CCOCC2)ccc1/C=C\[N+](=O)[O-]	-1	-21	-1.2
N=C1C(=O)OCC1c1ccccc1NC(=O)c1ccccc1 (centres undefined)	0	1	-2.3
Nc1nc(-c2cccnc2)nc2sc3c(c12)CCCC3	-4	12	-1.1
COc1ccc(CCNC(=O)CS(=O)(=O)c2cn(CC(=O)N3CCCC3)c3ccccc23)cc1OC	5	33	-2.0
CCCN(C)C1CN(Cc2cn(CCCOC)nn2)S(=O)(=O)C1 (centres undefined)	0	13	0.5
COC(=O)c1ccc(C23CC4(C2)[C@H](CN(CC2CCCCC2)[C@@H]4c2ccccc2)C3c2ccc(C(F)(F)F)cc2)cc1 (some centres undefined)	-11	19	-0.6
C#CCN1CC(COc2ccccc2)OCCS1(=O)=O (centres undefined)	-1	8	0.1
CC(=O)C1=CCC(c2ccccc2)N(Cc2ccccc2)C1 (centres undefined)	4	6	-2.0
CCCN1CCN(C(=S)Nc2ccc(S(N)(=O)=O)cc2)CC1	-3	-1	3.9
CCc1ccccc1NC(=O)CN(C)C(=O)CSc1nnc(Nc2ccc(C)cc2)s1	13	10	-1.8
CC1C=CCC2C(=O)N(c3ccccc3OC(=O)c3cccs3)C(=O)C12 (centres undefined)	-2	-1	1.6
Cc1cccc(N2C(=O)CSC23CCCCC3)c1	8	54	1.7
CN1CCN(S(=O)(=O)c2cc([N+](=O)[O-])ccc2Cl)CC1	-2	4	-0.9
Cc1cccc(NCC(=O)c2c(N)n(C)c(=O)n(C)c2=O)c1C	1	-4	0.6
COC(=O)Cn1nnnc1-c1nc2cc(C)c(C)cc2[nH]c1=O	-11	8	-2.3
COc1ccc(C(=O)Nc2ccc(N3CCN(C(C)=O)CC3)cc2)cc1[N+](=O)[O-]	-7	-1	0.9
CN(Cc1cccs1)C(=O)COC(=O)CNC(N)=O	11	-4	6.3
CC(C)C[C@H]1CN(CCCC[C@H]2CNC(=O)C(=O)N2CCC2CCCCC2)C(=O)C(=O)N1CCC1CCCCC1	-4	0	-1.9
COc1ccc(-c2ccc3c(n2)CCCN3S(=O)(=O)c2c(C)noc2C)cc1	0	-34	1.8
O=C(CSc1nnnn1Cc1ccccc1)NC1CCCCC1	-5	-2	1.6
CCCCCCCCN1C(=O)[C@H](CC(=O)N2CCCCC2)C[C@@]2(C(=O)OC)CC(C)(C)CC=C12	0	81*	-1.4
Cc1nccc(-c2ccc(-n3c(C)ccc3C)cc2)n1	2	-2	-1.1
COc1ccccc1NC(=O)N1CCc2c([nH]c3ccccc23)C1C(F)(F)F (centres undefined)	-5	-8	-1.9
COc1ccccc1N=C1SCC(=O)N1Cc1ccco1	1	2	0.8
CCOC(=O)c1cc(-c2ccc(OC(F)F)cc2)nc2nc(SC)[nH]c(=O)c12	-7	10	-5.9

(continued)
SMILES	FN deposit inh	GSIS activator	F508del corr
Oc1ccc(/C=N/NC(=S)N2CCOCC2)cc1	0	-7	-2.7
COc1ccc(N2C(=O)c3[nH]nc(-c4ccccc4)c3C2c2cccc(C(F)(F)F)c2)cc1 (centres undefined)	0	-10	2.6
O=[N+]([O-])c1ccc2c(c1)CCO[C@@]21O[C@H](CCO)C[C@H](O)[C@H]1O	6	3	2.4
CCCC#Cc1ccc([C@H]2[C@@H](CO)N(C(C)=O)[C@H]2CNC(=O)C2CCC2)cc1	-21	6	1.8
CCCCn1nnnc1C(c1ccccc1)N1CCN(CCN2CCOCC2)CC1 (centres undefined)	-3	1	-5.2
O=C(CO/N=C/c1ccc(OC(F)F)cc1)NC1CCCC1	1	-7	1.2
COC(=O)c1ccccc1NC(=O)c1ccnn1C	-6	5	2.3
COc1cccc(/C=C(/C#N)c2ccc(Cl)cc2)c1OCc1cccc(C(=O)O)c1	2	6	4.1
COc1ccc(COC(=O)Nc2c(SC)nsc2SC)cc1	2	8	0.8
CCCCN(C(=O)c1c(CC)noc1C)c1c(N)n(CCC)c(=O)[nH]c1=O	4	-3	0.1
CCOc1ccc(NS(=O)(=O)c2ccc(C(=O)N(C)CC(=O)Nc3ccc(C)cc3)cc2)cc1	3	-51	-0.6
Cc1ccc(/C=N/NC(=O)CCn2nc(C)cc2C)c(C)c1	3	14	1.5
COc1ccc(Nc2nnc(SCC(=O)NC(=O)Nc3ccc4c(c3)OCCO4)s2)cc1	3	6	1.2
O=C(Nc1ccc(N2CCOCC2)cc1)C1CCCCN1S(=O)(=O)c1ccccc1 (centres undefined)	18	-1	2.3
C/C(=N\NC(=O)c1c(Br)c(C)nn1C)c1cccc(NC(=O)c2ccccc2C)c1	-1	-8	-0.5
CCCCNC(=O)C(NC(=O)c1ccc(-c2ccccc2)cc1)C(=O)c1ccccc1 (centres undefined)	3	27	1.5
COC(=O)c1cc2ccsc2n1Cc1cccc(F)c1	-9	16	-1.7
COc1ccc(OC)c(/C=N/NC(=O)c2cc3c(OC)cc(OC)cc3[nH]2)c1	5	-4	-2.6
COc1ccc(CN2CCOCCOCCOCC2)cc1	1	4	0.9
CC(=O)Nc1ccc(/C=N/N2C(=O)NC(C)(c3ccc(OC(F)F)cc3)C2=O)cc1 (centres undefined)	7	22	1.5
CC(C)(C)n1nc(C2CC2)c(Br)c1NC(=O)c1ccc(Cl)cc1	0	4	-1.3
CC(C)(C)NC(=O)C(c1ccccc1)n1c(=O)c(-c2cc3ccccc3[nH]2)nc2ccccc21 (centres undefined)	-1	-2	1.8
COC(=O)C1CCN(CC(=O)Nc2ccc(OC)c(Cl)c2)CC1	-6	7	-0.3
COCc1cc(C)nc(N/N=C/c2ccc(-c3cc(C(=O)O)ccc3Cl)o2)c1C#N	0	-2	-0.9
FC(F)(F)COc1ccc(-n2ccnc2)nn1	-5	2	-2.3

Further results follow.
SMILES	FN deposit inh	GSIS activator	F508del corr
CCn1ncc([N+](=O)[O-])c1C(=O)NC1CCCCC1	-4	7	-1.1
Cc1cc(N2CCOCC2)ccc1/C=C1\NC(=O)N(CC(=O)Nc2ccc(F)cc2)C1=O	-5	-3	1.2
O=C(CCl)N(C/C=C/c1ccccc1)c1ccc2c(c1)OCCO2	0	3	-3.7
CC(=O)Nc1ccccc1C(=O)C(=O)Nc1ccc(C)c(F)c1	-1	5	-2.0
CN=C(Nc1ccc(Br)cc1)SC1CC(=O)N(c2ccc(OC)cc2)C1=O (centres undefined)	8	-16	0.2
COc1ccc([N+](=O)[O-])cc1NC(=O)c1cc(C)c(C)o1	10	4	0.6
Cc1ccccc1CSc1nc2[nH]ncc2c(=O)[nH]1	5	-1	2.5
COc1ccc(NC(=O)c2cc3c(=O)n(C)c4ccccc4c3n2C)cc1Cl	7	17	5.5
CC1(C(=O)NCc2ccccc2)CSCC(=O)N1C1CC1 (centres undefined)	2	1	1.5
COc1ccccc1NS(=O)(=O)c1cccc(C(=O)OCC(=O)NC2CC2)c1	4	9	-0.3
O=C(COC(=O)CNC(=O)c1sc2ccccc2c1Cl)Nc1cc(Cl)cc(Cl)c1	6	-10	1.2
Cc1c(NC(=S)NC(=O)CC(C)C)c(=O)n(-c2ccccc2)n1C	-1	-9	-2.6
c1ccc(COc2cccc(CNCc3cccnc3)c2)cc1	0	8	0.7
O=C(CSCc1c(Cl)cccc1Cl)NN=C1CCCC1	-14	-16	-0.8
COC(=O)C1CC(O)CN1C(=O)NC1CCCCC1 (centres undefined)	-3	0	-1.8
CCOC(=O)c1sc(Nc2nc(OC)cc(OC)n2)nc1C	-2	6	2.5
CCS(=O)(=O)N1N=C(c2cccc(NS(C)(=O)=O)c2)CC1c1ccccc1 (centres undefined)	-13	-7	-0.4
O=C1Nc2ccccc2C1Cc1ccccn1 (centres undefined)	1	2	-0.6
Cc1cc(Br)cc(C)c1NC(=O)c1ccc(C#N)cc1F	4	0	-2.5
COCc1[nH]c(=S)c(C#N)cc1C(=O)OC	-8	-16	2.1
COc1ccc(Cn2cc(CN3CC(N4CC=CC4)CS3(=O)=O)nn2)cc1 (centres undefined)	-14	17	-1.9
COc1nc(N=C(N)N)nc2ccc(C)cc12	-2	9	3.9
COCC(=O)OCC(=O)Nc1cc([N+](=O)[O-])ccc1Cl	4	6	-1.1

17 of the compounds above, with values under each structure:
Values run as follows: FN deposit inh	GSIS activator	F508del corr
> Cc1ccccc1CSc1nc2[nH]ncc2c(=O)[nH]1
 : 5	-1	2.5
> COc1ccc(NC(=O)c2cc3c(=O)n(C)c4ccccc4c3n2C)cc1Cl
 : 7	17	5.5
> CC1(C(=O)NCc2ccccc2)CSCC(=O)N1C1CC1 (centres undefined)
 : 2	1	1.5
> COc1ccccc1NS(=O)(=O)c1cccc(C(=O)OCC(=O)NC2CC2)c1
 : 4	9	-0.3
> O=C(COC(=O)CNC(=O)c1sc2ccccc2c1Cl)Nc1cc(Cl)cc(Cl)c1
 : 6	-10	1.2
> Cc1c(NC(=S)NC(=O)CC(C)C)c(=O)n(-c2ccccc2)n1C
 : -1	-9	-2.6
> c1ccc(COc2cccc(CNCc3cccnc3)c2)cc1
 : 0	8	0.7
> O=C(CSCc1c(Cl)cccc1Cl)NN=C1CCCC1
 : -14	-16	-0.8
> COC(=O)C1CC(O)CN1C(=O)NC1CCCCC1 (centres undefined)
 : -3	0	-1.8
> CCOC(=O)c1sc(Nc2nc(OC)cc(OC)n2)nc1C
 : -2	6	2.5
> CCS(=O)(=O)N1N=C(c2cccc(NS(C)(=O)=O)c2)CC1c1ccccc1 (centres undefined)
 : -13	-7	-0.4
> O=C1Nc2ccccc2C1Cc1ccccn1 (centres undefined)
 : 1	2	-0.6
> Cc1cc(Br)cc(C)c1NC(=O)c1ccc(C#N)cc1F
 : 4	0	-2.5
> COCc1[nH]c(=S)c(C#N)cc1C(=O)OC
 : -8	-16	2.1
> COc1ccc(Cn2cc(CN3CC(N4CC=CC4)CS3(=O)=O)nn2)cc1 (centres undefined)
 : -14	17	-1.9
> COc1nc(N=C(N)N)nc2ccc(C)cc12
 : -2	9	3.9
> COCC(=O)OCC(=O)Nc1cc([N+](=O)[O-])ccc1Cl
 : 4	6	-1.1
